Screens as filed in PubChem.
MBNL1 CUG block: MBNL1-poly(CUG) RNA binding inhibition; TR-FRET MBNL1-His/biotin-(CUG)12 binding, 665/545 ratio; Potency, µM (top dose mostly 57.5 µM), inactives show at the top dose activity change, negative = inhibition, most hits filed as inhibitors; 280,000 tested, 0.036% active; AID 2675; active means well fitted inhibition curve with a large enough effect in the signal ratio, with a control signal flat, not every such curve was filed as active; inconclusive means small, poorly fitted or top-dose-only effect, or effect the other way, or a change in a side signal; inactive means no such curve, though single readings can be large or run the other way; the % refers to the signal ratio; further: potency means the concentration at half of the fitted maximal effect; on the % scale 0 is the no-effect control and ±100 the full control effect
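Inhibition of protein-RNA binding appears as loss of TR-FRET between terbium anti-His antibody on MBNL1-His and streptavidin-XL665 on biotin-(CUG)12. Activity is normalized to buffer-only and uninhibited-complex controls.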
Coupling enz: coupling enzyme interference in Giardia aldolase counter-screen; AID 2472; 290,000 tested, 0.67% active; coupling enzyme system counterscreen, AmpLite Red fluorescence; activity change, negative = inhibition, % at 58.2 µM, hits read low; in the data active means activity change below about -30%; further: on the % scale 0 is the no-effect control and ±100 the full control effect
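Coupling enzymes only (glyceraldehyde-3-phosphate) + compound, at 57.5 uM final, 10 min RT; add substrate/coupling/AmpLite Red mix, 20 min RT; fluorescence ex 525/em 598 nm. Actives flag coupling-system interference.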
GALK inhibitor: blocks human galactokinase activity | P51570 | Purified GALK, Kinase-Glo residual ATP luminescence | Potency, µM (doses to about 57.5 µM), for the others: at the highest dose activity change, negative = inhibition, hits mostly inhibitors | 270,000 tested, 0.007% active | AID 1868; further: potency means the concentration at half of the fitted maximal effect; on the % scale 0 is the no-effect control and ±100 the full control effect
Target sequence (P51570 whole entry, looked up): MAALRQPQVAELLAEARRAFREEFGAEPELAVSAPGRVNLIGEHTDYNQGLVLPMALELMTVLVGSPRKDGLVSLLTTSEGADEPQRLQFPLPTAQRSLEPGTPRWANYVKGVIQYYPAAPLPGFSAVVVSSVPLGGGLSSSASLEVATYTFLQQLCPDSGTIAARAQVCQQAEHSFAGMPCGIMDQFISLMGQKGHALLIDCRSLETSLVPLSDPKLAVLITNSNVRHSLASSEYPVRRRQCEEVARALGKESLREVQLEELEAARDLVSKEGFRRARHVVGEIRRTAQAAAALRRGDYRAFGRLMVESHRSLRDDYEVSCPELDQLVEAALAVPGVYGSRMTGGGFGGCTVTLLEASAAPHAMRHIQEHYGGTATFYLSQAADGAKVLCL
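Galactose (100 uM) and ATP (35 uM) were turned over by 5 nM GALK for 1 h at RT. Kinase-Glo Plus then converted the remaining ATP into a luminescent signal.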
A-T KAP1 phos: potential ataxia-telangiectasia treatments restoring KAP-1 phosphorylation. […] A-T fibroblasts, KAP-1 phosphorylation AlphaLISA; neocarzinostatin DNA damage 30 min before lysis. Potency, µM (titrated, usually from 57.5 µM), without a hit: top-dose activation, hits mostly activators. 320,000 tested, 0.19% active; further: potency means the concentration at half of the fitted maximal effect; % of control where 0% means no effect; nearly all actives have a fitted effect of over 45% in size
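ATM-like activity read as KAP-1 phosphorylation via AlphaLISA donor/acceptor antibody pairs after lysis and 6 hr at 25C. Cells were ATM-null patient fibroblasts ([…], hTERT), dosed 60 min, then exposed to the DSB inducer NCS for 30 min.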
KCNH2 3.1 block: KCNH2 3.1 (human) potassium channel inhibition. U2OS KCNH2 3.1, thallium flux FluxOr; stronger effect = lower value. 340,000 tested, 0.95% active. activity change, % (tested at about 1.8 µM);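 active means maximum activity change below -70%; inconclusive means maximum activity change from -70% to -50%; inactive means maximum activity change above -50%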;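 further: thallium influx rate constant from kinetic fluorescence after stimulation buffer; on the % scale 0 is the no-effect control and ±100 the full control effect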
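Steps: virus added to U2OS suspension (4 h, RT, dark); medium with 10% FBS added, cells plated, 37 C overnight; FluxOr/Red40 loading buffer 45 min RT; stimulation buffer, 2 min kinetic read; rate constant normalized.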
CXXC DNA block: MLL CXXC-DNA interaction inhibition | MLL-CXXC / FITC-HOXA9 DNA fluorescence polarization | Potency, µM (series often up to 115 µM), without a hit: at the top dose activity change, negative = inhibition, usual class: inhibitors | 290,000 tested, 0.037% active | AID 2662; active means well fitted inhibition curve with a large enough effect in the polarisation, with a control signal flat, not every such curve was filed as active; inconclusive means small, poorly fitted or top-dose-only effect, or effect the other way, or a change in a side signal; inactive means no such curve, though single readings can be large or run the other way; the % refers to the polarisation; further: potency means the concentration at half of the fitted maximal effect
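Fluorescence polarization: 7 uM MLL-CXXC (stock) preincubated 5 min with compounds, then 50 nM fluorescein-HOX-A9 DNA (stock) added; 30 min ambient. Buffer 50 mM Tris-HCl pH 7.5, 50 mM NaCl, 1 mM DTT, 0.05% BSA.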
TRPV1 ag: agonists of human vanilloid receptor 1 (TRPV1); TRPV1-expressing cells, Fluo-8 calcium influx, agonist mode; Q8NER1; 320,000 tested, 0.19% active; activation, % at 8.33 µM; AID 540275; in the data active means activation above about 80%; inconclusive means between about 30% and that limit; further: 0% is about no effect
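Fluo-8 calcium influx in TRPV1-expressing cells, kinetic read (ex 480/em 520 nm). Compound added and read 3 min for agonist activity, followed by capsaicin at EC20 final and 2 min further read for enhancement.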
ASM inhibitor: blocks human secretory acid sphingomyelinase | placental ASM, HMU-PC fluorogenic substrate, 60 min | 340,000 tested, 0.006% active | Potency, µM (doses to about 57.5 µM), for inactives: top-dose activity change, negative = inhibition, actives largely listed as inhibitors | P17405; further: potency means the concentration at half of the fitted maximal effect
Target sequence (P17405 47-631 limits assumed): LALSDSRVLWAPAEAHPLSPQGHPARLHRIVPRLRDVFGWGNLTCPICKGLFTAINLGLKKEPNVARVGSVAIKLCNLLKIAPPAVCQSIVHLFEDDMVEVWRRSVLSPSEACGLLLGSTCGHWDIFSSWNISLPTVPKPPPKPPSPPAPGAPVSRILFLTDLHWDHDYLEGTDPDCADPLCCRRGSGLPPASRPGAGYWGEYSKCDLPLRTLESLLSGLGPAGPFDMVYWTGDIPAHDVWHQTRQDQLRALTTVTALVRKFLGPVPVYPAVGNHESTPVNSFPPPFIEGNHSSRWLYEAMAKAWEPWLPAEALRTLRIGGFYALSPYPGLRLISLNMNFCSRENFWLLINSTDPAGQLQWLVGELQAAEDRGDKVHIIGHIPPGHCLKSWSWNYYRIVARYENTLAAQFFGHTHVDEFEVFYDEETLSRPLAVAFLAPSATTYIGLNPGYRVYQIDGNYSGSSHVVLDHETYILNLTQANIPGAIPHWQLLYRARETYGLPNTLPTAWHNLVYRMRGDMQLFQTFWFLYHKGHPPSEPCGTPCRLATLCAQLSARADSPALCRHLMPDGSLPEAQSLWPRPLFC
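Fluorogenic HMU-PC substrate (9 uM final) is turned over by placental ASM in 60 min at 37 C after a 10 min compound preincubation. Reaction ended by alkaline stop (pH 10), with fluorescence read at 386/447 nm.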
a7 integrin act: integrin-mediated muscular dystrophy alleviation activation; Potency, µM (highest dose often 38.3 µM), for inactives: top-dose activation, hits mostly activators; alpha7betagal myoblasts, beta-gal FDG fluorescence, 48 h; 350,000 tested, 0.064% active;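 further: potency means the concentration at half of the fitted maximal effect; 100% = response of the positive control SU9516; nearly all actives have a fitted effect of over 60% in size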
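alpha7betagal+/- myoblasts (passage 13, 250/well) treated 48 h at 37C with compounds at 1:260 dilution of DMSO stock. Lysed, then beta-galactosidase activity read as FDG fluorescence (ex 480/em 540) after 30 min, with pre-read for autofluorescence.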
hERG WT inh: inhibitors of human wildtype KCNH2 potassium channel; U2OS, BacMam KCNH2, thallium flux FluxOr; stronger effect = lower value; activity change, % at 1.84 µM; 340,000 tested, 0.37% active; AID 720551;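 active means maximum activity change below -70%; inconclusive means maximum activity change between -70% and -50%; inactive means maximum activity change above -50%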; further: on the % scale 0 is the no-effect control and ±100 the full control effect
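U2OS cells were transduced with wild-type KCNH2 virus (2.03 x 10^8 / mL) for 4 h at room temperature, then cultured overnight at 37 C. Thallium flux was read with FluxOr dye. Rate constants were normalized to DMSO controls.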
Numbers without * were called inactive; ? = inconclusive; nt = not tested or not shown; [ ] = another dose, or the depositor's remark. Unless noted, the call rests on the fitted dose curve; in most records, active means well fitted curve in the direction sought with a large enough effect; inconclusive means small, poorly fitted or top-dose-only effect, or another doubt; inactive means no such curve, though single readings can be large; an effect the other way counts as inactive or inconclusive.

Compound,A-T KAP1 phos,CXXC DNA block,ASM inhibitor,TRPV1 ag,KCNH2 3.1 block,a7 integrin act,GALK inhibitor,hERG WT inh,MBNL1 CUG block,Coupling enz
COc1cccc(-c2cc(C(=O)O)no2)c1,-1%,2%,0%,-2,18,17%,0%,1,-3%,4
O=C(O)CCC1(CCC(=O)O)c2ccccc2-c2ccccc21,2%,-8%,4%,1,11,-11%,0%,-28,-3%,3
CCCOC(=O)C(=O)NNc1ccccc1,-2%,0%,-1%,2,18,-4%,0%,4,-10%,3
N#CC1=C(N)SC(N)=C(C#N)C1c1cccc(O)c1,-3%,?,-1%,2,-17,14%,-2%,-19,?,-32*
COc1ccc2nc3ccccc3nc2c1NC(=O)c1ccccc1Cl,-5%,?,-4%,21,20,10%,3%,-9,?,-1
C/C(=C\c1ccccc1)CN1CCN(Cc2ccc(C)o2)C(CCO)C1 (stereo not drawn),5%,-6%,5%,-1,-6,0%,-1%,1,-3%,-1
CC1=CN(S(=O)(=O)c2ccc(C)cc2)C[C@@H]2[C@H]3CC[C@H](C3)[C@H]12,-2%,nt,7%,nt,-1,-25%,nt,9,nt,nt
O=C(Cc1ccc(NC(=O)C2CCCN(C(=O)c3ccccc3)C2)cc1)Nc1ccc(C(=O)N2CCOCC2)cc1 (stereo not drawn),nt,nt,-3%,nt,10,-24%,nt,1,nt,nt

The closing 5 compounds of the part before open the next one.
Compound,A-T KAP1 phos,CXXC DNA block,ASM inhibitor,TRPV1 ag,KCNH2 3.1 block,a7 integrin act,GALK inhibitor,hERG WT inh,MBNL1 CUG block,Coupling enz
N#CC1=C(N)SC(N)=C(C#N)C1c1cccc(O)c1,-3%,?,-1%,2,-17,14%,-2%,-19,?,-32*
COc1ccc2nc3ccccc3nc2c1NC(=O)c1ccccc1Cl,-5%,?,-4%,21,20,10%,3%,-9,?,-1
C/C(=C\c1ccccc1)CN1CCN(Cc2ccc(C)o2)C(CCO)C1 (stereo not drawn),5%,-6%,5%,-1,-6,0%,-1%,1,-3%,-1
CC1=CN(S(=O)(=O)c2ccc(C)cc2)C[C@@H]2[C@H]3CC[C@H](C3)[C@H]12,-2%,nt,7%,nt,-1,-25%,nt,9,nt,nt
O=C(Cc1ccc(NC(=O)C2CCCN(C(=O)c3ccccc3)C2)cc1)Nc1ccc(C(=O)N2CCOCC2)cc1 (stereo not drawn),nt,nt,-3%,nt,10,-24%,nt,1,nt,nt
COc1ccccc1NCc1cc(=O)oc2c(C)c(O)ccc12,-3%,6%,44%[activator],1,-22,-42%,-2%,-7,3%,1
COc1ccccc1NC(=O)COC(=O)C1CCCC1,8%,nt,-3%,nt,9,?,nt,1,nt,nt
COC(=O)CCCC(=O)N1CCCC(CCC(=O)NCc2ccc(F)c(F)c2)C1 (stereo not drawn),-3%,24%,-2%,-1,1,0%,-3%,3,5%,2
COc1ccccc1N1C(=O)C(Cl)=C(N2CCCC2)C1=O,-3%,4%,0%,-2,3,25%,-4%,3,?,0
CCOC(=O)c1c(C)c(C(=O)NCc2ccco2)c(C)n1Cc1ccccc1,-2%,10%,-1%,-2,-10,-2%[7.66 µM],1%,-12,-3%,2
Cc1cccc(OCC(=O)Nc2ncn[nH]2)c1C,21%,-8%,2%,-1,0,?,-2%,-2,-8%,0
OCC1(Cc2ccccc2C(F)(F)F)CCN(Cc2ccc3c(c2)CCO3)CC1,4%,-2%,5%,2,-7,28%,0%,1,-18%,2
Cc1ccc2c(CC(=O)OC3CCOC3=O)coc2c1 (stereo not drawn),7%,7%,3%,0,7,11%,-2%,-5,3%,5
O=C1OC(c2ccc(Br)cc2)=N/C1=C\N1CCCCC1,11%,-3%,-7%,-3,-4,-14%,-4%,-19,-5%,3
CCCN(CCC)C(=O)c1cc([N+](=O)[O-])cc2c1-c1ccc([N+](=O)[O-])cc1C2=C(C#N)C#N,0%,-2%,-6%,1,-6,1%,-2%,-2,nt,-32*
Cc1ccccc1-c1csc(N)n1,nt,nt,-1%,nt,3,-20%,nt,-1,nt,nt
CSc1nsc(/C=C/Nc2ccc(O)cc2C)c1C#N,4%,27%,78%[activator],3,-8,-12%,12%,-3,15%,-33*
O=C(COc1ccc(Cl)cc1Cl)Nc1ccc(S(=O)(=O)NC2=NCCCCC2)cc1,2%,-1%,-1%,-7,9,6%,0%,-9,-11%,1
Cc1ccccc1N(C(=O)c1snc(C(N)=O)c1N)C(C(=O)NCC1CCCO1)c1ccc(N(C)C)cc1 (stereo not drawn),-4%,-2%,10%[11.5 µM],3,-9,2%,-1%,1,-3%,-4
CCCCCC1=NN2C(=O)CC(=O)N=C2S1,23%,-12%,1%,1,2,7%,-3%,4,6%,9
O=C(c1cc(COc2ccc(F)cc2F)on1)N1CCOCC1,2%,-4%,2%,?,-12,10%,3%,1,-6%,0
NC(=O)c1ccsc1NC(=O)CCS(=O)(=O)c1ccc(Cl)cc1,-1%,nt,5%,3,24,-41%,nt,-17,nt,nt
CCO[C@@H]1OC(C(=O)NCc2ccccc2)=C[C@H](C)[C@H]1CCCO,-18%,18%,7%,0,nt,31%,0%,nt,3%,2
CC(=O)Nc1ccc(NC(=O)C(C)Oc2ccc(Cl)cc2Cl)cc1 (stereo not drawn),-1%,7%,-5%,0,1,4%,9%,nt,-4%,-15
Clc1nccnc1-c1ccccc1,-21%,2%,7%,1,12,5%,2%,-10,-2%,-1
Cc1cc(NC(=O)C23CC4CC(CC(C4)C2)C3)n[nH]1,4%,-3%,4%,23,8,-31%,0%,-9,-5%,0
CCN1CCc2c(C#N)c(N3CCOCC3)nc(N3CCOCC3)c2C1,-3%,4%,7%,0,41,-19%,-1%,-1,4%,3
COc1ccc(C)cc1NC(=O)C1CCN(S(=O)(=O)c2cccc3nonc23)CC1,1%,0%,0%,1,15,5%,-4%,-7,?,-2
COCc1cccc(C2=CC(=O)C[C@H](c3ccc(OC)cc3)C2)c1,-7%,nt,8%,?,-13,7%,nt,-5,nt,nt
CC(=O)c1cc(CN2CCN(CC=C(C)C)C(CCO)C2)cs1 (stereo not drawn),0%,-4%,4%,3,18,4%,3%,-9,-27%,2
CN(C(=O)OCc1ccccc1)C(CC(N)=O)C(=O)O (stereo not drawn),0%,8%,6%,0,3,2%,11%,2,-17%,1
COc1ccc(C(=O)C2CCCN(C(=O)CCC3=NNC(=O)CC3)C2)c(C)c1 (stereo not drawn),1%,-11%,5%,-3,-5,2%,-1%,4,-8%,-2
CC(=O)c1cc(C#N)c(SCC(=O)C(C)(C)C)nc1C,3%,1%,5%,0,-7,-12%,4%,24,4%,0
CC(C)CC(NS(=O)(=O)c1ccc2[nH]c(=O)c(=O)[nH]c2c1)C(=O)O (stereo not drawn),-2%,-6%,2%,-1,-15,-10%,-1%,-1,1%,4
Cc1ccc(/C=N/n2cnc3sc(-c4ccccc4)cc3c2=O)o1,1%,10%,1%,1,-6,1%,-3%,5,13%,3
Nc1cc(Cl)ccc1C(=O)OCC(=O)N1CCCCCC1,1%,nt,42%[activator],nt,19,8%,nt,7,nt,nt
CSc1nc(NS(=O)(=O)c2ccc(F)cc2F)nn1C,4%,11%,2%,2,-2,0%,0%,-3,6%,nt
O=C(NCCCN1CCOCC1)c1cc(C(=O)C2CCCCC2)c[nH]1,1%,6%,2%,-6,-15,0%,5%,7,-5%,0
CN(C)C(=O)CCCc1nc(-c2ccc(Cl)cc2)no1,1%,2%,2%,15,5,-19%,-4%,0,1%,1
CCCc1cc(=O)[nH]c(SCC(=O)c2cc(C)n(CC(F)(F)F)c2C)n1,-3%,7%,-5%,0,-6,6%,-3%,6,-2%,11
COc1ccc(CNc2ncc(-c3ccccc3)n2C)cc1,-22%,10%,-2%,-2,-3,-15%,-2%,7,?,-2
CCCN(CCC)c1nc(N)c(C#N)c(CC#N)c1C#N,nt,20%,-9%,-2,1,-5%,1%,-4,22%,-22
CCOc1ncccc1C(=O)N(C)CC(=O)Nc1ccc(F)cc1,-1%,6%,4%,-3,6,16%,-2%,1,-7%,5

Reformatted with values under each structure: 2 of the compounds above.
The line under a structure holds: A-T KAP1 phos, CXXC DNA block, ASM inhibitor, TRPV1 ag, KCNH2 3.1 block, a7 integrin act, GALK inhibitor, hERG WT inh, MBNL1 CUG block, Coupling enz
O=C(NCCCN1CCOCC1)c1cc(C(=O)C2CCCCC2)c[nH]1
 : 1%, 6%, 2%, -6, -15, 0%, 5%, 7, -5%, 0
CN(C)C(=O)CCCc1nc(-c2ccc(Cl)cc2)no1
 : 1%, 2%, 2%, 15, 5, -19%, -4%, 0, 1%, 1
